Screening data deposited in PubChem BioAssay by NMMLSC.
Bfl-1 Bim block – disrupts Bim binding to human Bfl-1; Q16548; Bead-based flow cytometry, Bim-Bfl-1 binding inhibition; inhibition, % at 10 µM; actives 0.12% (n = 190,000); AID 1008;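 note: 0% = wells without compound plus tracer and 100% = blocker peptide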
ABCB1 inh – blocks JC-1 efflux by human ABCB1 transporter; CCRF-Adr cells, flow cytometry; inhibition, % at 6.6 µM; actives 0.067% (n = 190,000); AID 1326; in the data active = inhibition above about 40%;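 note: 0% = vehicle and 100% = reference inhibitor; higher value means more JC-1 retained so stronger ABCB1 efflux block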
RGS4-Gao reg – human RGS4-Galphao interaction regulation; P09471; Multiplexed bead flow cytometry, RGS4-Galphao binding; actives lie on both sides; binding response (% of control), % at 10 µM; actives 0.33% (n = 220,000); AID 1415; in the data active = binding response below about 49% or above about 150%; inactive = in between;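 note: fluorescent Galphao activated with aluminum fluoride binding bead-coupled RGS4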
Target sequence (P09471 whole entry, looked up): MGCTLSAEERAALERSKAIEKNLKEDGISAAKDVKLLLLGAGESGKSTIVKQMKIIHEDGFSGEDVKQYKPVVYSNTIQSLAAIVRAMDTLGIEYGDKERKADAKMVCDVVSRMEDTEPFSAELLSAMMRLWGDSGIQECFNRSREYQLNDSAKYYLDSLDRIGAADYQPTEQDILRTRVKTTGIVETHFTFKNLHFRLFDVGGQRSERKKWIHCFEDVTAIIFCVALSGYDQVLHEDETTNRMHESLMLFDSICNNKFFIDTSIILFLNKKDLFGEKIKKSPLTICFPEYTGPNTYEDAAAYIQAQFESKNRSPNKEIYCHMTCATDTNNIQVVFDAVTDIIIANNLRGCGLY
Bim-Bcl-W – disrupts Bim peptide binding to human Bcl-W. inhibition, % at 10 µM. Q92843. actives 0.02% (n = 190,000). AID 952. bead-based flow cytometry;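 note: 0% = bound tracer without compound and 100% = peptide blocker; higher means less fluorescent Bim peptide bound to Bcl-W beads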
Bim-Bcl-2 – human Bim-Bcl-2 interaction inhibition; P10415; inhibition, % at 10 µM; Bead-based flow cytometry, Bim peptide-Bcl-2 binding; actives 0.06% (n = 190,000); AID 950; in the data active = inhibition above about 40%; inconclusive = no clear call, values can overlap the other calls;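 note: 0% = no compound wells with probe peptide and 100% = reference peptide inhibitor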
Target sequence (P10415 whole entry, looked up): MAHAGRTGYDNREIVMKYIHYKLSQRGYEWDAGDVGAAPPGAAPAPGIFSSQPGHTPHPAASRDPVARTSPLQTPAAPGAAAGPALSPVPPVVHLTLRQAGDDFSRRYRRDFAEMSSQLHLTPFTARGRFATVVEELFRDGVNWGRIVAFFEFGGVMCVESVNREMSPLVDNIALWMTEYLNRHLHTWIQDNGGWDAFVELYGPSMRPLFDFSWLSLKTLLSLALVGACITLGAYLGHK
RGS8-Gao – modulates binding of RGS8 to human Galphao | response (percent of control binding), % at 10 µM | AID 1423 | multiplexed bead flow cytometry; actives lie on both sides | actives 0.34% (n = 220,000) | P09471; in the data active = response below about 60% or above about 140%; inactive = in between;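 note: Galphao activated as the GDP aluminium fluoride complex binding bead-coupled RGS8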
ABCG2 block – inhibitors of human ABCG2 transporter, ABCB1 counter-screen; Q9UNQ0; IgMXP3 cells, JC-1 efflux, flow cytometry; inhibition, % at 6.6 µM; actives 0.1% (n = 190,000); AID 1325;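 active = inhibition above 80%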;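 note: 0% = DMSO and 100% = nicardipine control wells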
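Test system: IgMXP3 (ABCG2) plus far-red-tagged CCRF-Adr (ABCB1) cells. Reagent: JC-1 dye as substrate. Timing: 10 min exposure at 25 °C with rotation, no wash. Measured by: flow cytometric JC-1 green MFI at 530 nm. Read-out: percent efflux inhibition, scaled nicardipine 100% to DMSO 0%. Control set: nicardipine and DMSO wells.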
Bcl-B Bim block – inhibitors of Bim-Bcl-B interaction, human | actives 0.073% (n = 190,000) | bead-based flow cytometry, Bim peptide-Bcl-B binding | AID 951 | inhibition, % at 10 µM;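 note: 0% = tracer peptide without compound and 100% = reference inhibitor peptide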
Target sequence (Q9HD36 whole entry, looked up): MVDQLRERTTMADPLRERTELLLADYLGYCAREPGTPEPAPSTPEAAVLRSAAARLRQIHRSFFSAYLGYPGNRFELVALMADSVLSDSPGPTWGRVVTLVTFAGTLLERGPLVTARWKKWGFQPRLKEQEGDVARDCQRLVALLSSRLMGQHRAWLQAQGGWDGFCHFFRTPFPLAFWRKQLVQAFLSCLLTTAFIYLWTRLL
RGS7-Gao reg – modulates binding of RGS7 to human Galphao | P09471 | Multiplexed bead flow cytometry; actives lie on both sides | binding response (% of control), % at 10 µM | actives 0.35% (n = 220,000); in the data active = binding response below about 49% or above about 150%; inconclusive = no clear call, values can overlap the other calls; inactive = in between;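 note: fluorescent Galphao held in activated GDP-AlF4 state binding bead-coupled RGS7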
Bim-Bcl-XL – human Bim-Bcl-XL interaction inhibition; Bim peptide-Bcl-XL binding, bead flow cytometry, fluorescence; actives 0.04% (n = 190,000); Q07817; inhibition, % at 10 µM
Target sequence (Q07817 whole entry, looked up): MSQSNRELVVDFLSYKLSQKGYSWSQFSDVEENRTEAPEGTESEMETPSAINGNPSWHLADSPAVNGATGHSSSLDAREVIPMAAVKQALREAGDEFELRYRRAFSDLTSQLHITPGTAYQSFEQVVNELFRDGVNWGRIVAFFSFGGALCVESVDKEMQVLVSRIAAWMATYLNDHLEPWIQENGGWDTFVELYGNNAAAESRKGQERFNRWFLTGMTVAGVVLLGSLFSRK
GSH bead fluor – compound fluoresces at 488/530 nm on GSH beads. GSH beads flow cytometry, compound fluorescence 488/530 nm; stronger effect = higher value. fluorescence (KMESF) at 10 µM. actives 0.25% (n = 190,000); in the data active = fluorescence above about 89;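 note: glutathione beads carrying GST-tagged Bcl family fusion proteins plus one bare bead set; values are compound well signal with DMSO vehicle wells as background; inactives centre near 16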
* hit, by the source's call. Cut-off read from the data, not from the text of the source, unless noted: active = inhibition above about 40%.

Screening CCC(CC)C(=O)c1c[nH]c(C(=O)NCC2CCCO2)c1 (stereo not given) returned Bfl-1 Bim block -1, ABCB1 inh 0.0, RGS4-Gao reg 99, Bim-Bcl-W 0, Bim-Bcl-2 0, RGS8-Gao 102, ABCG2 block 0, Bcl-B Bim block 3, RGS7-Gao reg 100, Bim-Bcl-XL -2 and GSH bead fluor 7.
`CCOC(=O)c1c(CSC(=N)N)n(-c2ccc(C)cc2)c2cc(Br)c(OC(C)=O)cc12` gave Bfl-1 Bim block 5, ABCB1 inh 5.7, RGS4-Gao reg 105, Bim-Bcl-W 15, Bim-Bcl-2 20, RGS8-Gao 106, ABCG2 block 37, Bcl-B Bim block 15, RGS7-Gao reg 105, Bim-Bcl-XL 4 and GSH bead fluor 17.
CCn1c2ccccc2c2cc(NC(=O)COC(=O)c3cccc(S(=O)(=O)NC)c3)ccc21 was read as Bfl-1 Bim block 0, ABCB1 inh -0.7, RGS4-Gao reg 102, Bim-Bcl-W -2, Bim-Bcl-2 -3, RGS8-Gao 99, ABCG2 block -19, Bcl-B Bim block -3, RGS7-Gao reg 104, Bim-Bcl-XL -2 and GSH bead fluor 5.
Screening Cc1ccccc1OCc1nnc(SCC(=O)N2CCc3ccccc32)n1C returned Bfl-1 Bim block -3, ABCB1 inh 0.3, Bim-Bcl-W -5, Bim-Bcl-2 6, ABCG2 block 1, Bcl-B Bim block -5, Bim-Bcl-XL -5 and GSH bead fluor 19.
`O=C(Nc1ccccc1)N(CCN1CCOCC1)Cc1ccccc1F` gave Bfl-1 Bim block -7, ABCB1 inh 0.2, RGS4-Gao reg 108, Bim-Bcl-W 5, Bim-Bcl-2 -2, RGS8-Gao 105, ABCG2 block 1, Bcl-B Bim block 0, RGS7-Gao reg 101, Bim-Bcl-XL 0 and GSH bead fluor 16.
`Cc1ccc(CN=C(N)Nc2nc(C)cc(C)n2)cc1` gave Bfl-1 Bim block -9, ABCB1 inh 0.1, RGS4-Gao reg 99, Bim-Bcl-W -1, Bim-Bcl-2 -2, RGS8-Gao 101, ABCG2 block 0, Bcl-B Bim block 0, RGS7-Gao reg 104, Bim-Bcl-XL 0 and GSH bead fluor 21.
`Cc1ccc(/C=C(/C#N)c2nc(CCN3C(=O)c4ccccc4C3=O)cs2)cc1` gave Bfl-1 Bim block -12, ABCB1 inh 0.3, RGS4-Gao reg 101, Bim-Bcl-W 0, Bim-Bcl-2 -11, RGS8-Gao 101, ABCG2 block 3, Bcl-B Bim block -7, RGS7-Gao reg 101, Bim-Bcl-XL -2 and GSH bead fluor 13.
`COC(=O)c1ccc(NC(=O)NS(=O)(=O)c2ccc(C)cc2)cc1` gave Bfl-1 Bim block -9, ABCB1 inh 0.7, RGS4-Gao reg 104, Bim-Bcl-W 4, Bim-Bcl-2 -6, RGS8-Gao 102, ABCG2 block 4, Bcl-B Bim block -3, RGS7-Gao reg 104, Bim-Bcl-XL -13 and GSH bead fluor 46.
`CCn1c(C)c(C(C)=O)c(N2CCN(c3ccccc3)CC2)nc1=S` gave Bfl-1 Bim block -8, ABCB1 inh 0.3, RGS4-Gao reg 95, Bim-Bcl-W 0, Bim-Bcl-2 -7, RGS8-Gao 97, ABCG2 block 1, Bcl-B Bim block -4, RGS7-Gao reg 90, Bim-Bcl-XL -6 and GSH bead fluor 6.
For CCOC(=O)CSc1nc2ccccc2c(=O)n1CC the results were Bfl-1 Bim block -13, ABCB1 inh -0.2, RGS4-Gao reg 104, Bim-Bcl-W 0, Bim-Bcl-2 -5, RGS8-Gao 102, ABCG2 block 0, Bcl-B Bim block -9, RGS7-Gao reg 103, Bim-Bcl-XL -6 and GSH bead fluor 38.

The list goes on; the last three above are carried over.
`COC(=O)c1ccc(NC(=O)NS(=O)(=O)c2ccc(C)cc2)cc1` gave Bfl-1 Bim block -9, ABCB1 inh 0.7, RGS4-Gao reg 104, Bim-Bcl-W 4, Bim-Bcl-2 -6, RGS8-Gao 102, ABCG2 block 4, Bcl-B Bim block -3, RGS7-Gao reg 104, Bim-Bcl-XL -13 and GSH bead fluor 46.
`CCn1c(C)c(C(C)=O)c(N2CCN(c3ccccc3)CC2)nc1=S` gave Bfl-1 Bim block -8, ABCB1 inh 0.3, RGS4-Gao reg 95, Bim-Bcl-W 0, Bim-Bcl-2 -7, RGS8-Gao 97, ABCG2 block 1, Bcl-B Bim block -4, RGS7-Gao reg 90, Bim-Bcl-XL -6 and GSH bead fluor 6.
For CCOC(=O)CSc1nc2ccccc2c(=O)n1CC the results were Bfl-1 Bim block -13, ABCB1 inh -0.2, RGS4-Gao reg 104, Bim-Bcl-W 0, Bim-Bcl-2 -5, RGS8-Gao 102, ABCG2 block 0, Bcl-B Bim block -9, RGS7-Gao reg 103, Bim-Bcl-XL -6 and GSH bead fluor 38.
Cn1cc([N+](=O)[O-])c(C(=O)N/N=C\c2c[nH]c3ccccc23)n1 was read as Bfl-1 Bim block -6, ABCB1 inh 0.1, RGS4-Gao reg 100, Bim-Bcl-W -2, Bim-Bcl-2 2, RGS8-Gao 100, ABCG2 block 0, Bcl-B Bim block -2, RGS7-Gao reg inconclusive, Bim-Bcl-XL -2 and GSH bead fluor 20.
`CCOc1ccc(-c2nnn(CC(=O)N3CCCC3)n2)cc1OCC` gave Bfl-1 Bim block -2, ABCB1 inh 0.2, RGS4-Gao reg 101, Bim-Bcl-W -7, Bim-Bcl-2 -2, RGS8-Gao 101, ABCG2 block 3, Bcl-B Bim block -5, RGS7-Gao reg 99, Bim-Bcl-XL -5 and GSH bead fluor 12.
CC(=O)N1CCCc2cc(S(=O)(=O)NCc3ccc(C)cc3)ccc21 was read as Bfl-1 Bim block 0, ABCB1 inh 1.0, RGS4-Gao reg 104, Bim-Bcl-W -2, Bim-Bcl-2 -1, RGS8-Gao 105, ABCG2 block 2, Bcl-B Bim block -3, RGS7-Gao reg 103, Bim-Bcl-XL -9 and GSH bead fluor 24.
For CCN(CC)C(=O)N1CCN(S(=O)(=O)c2c(C)cc(C)cc2C)CC1 the results were Bfl-1 Bim block -4, ABCB1 inh 1.1, RGS4-Gao reg 97, Bim-Bcl-W 0, Bim-Bcl-2 -1, RGS8-Gao 98, ABCG2 block 2, Bcl-B Bim block -5, RGS7-Gao reg 97, Bim-Bcl-XL -3 and GSH bead fluor 12.
`O=C(N/N=C/c1ccc(Cl)cc1)c1sccc1OCc1ccc(F)cc1` gave Bfl-1 Bim block 0, ABCB1 inh 1.7, RGS4-Gao reg 104, Bim-Bcl-W 0, Bim-Bcl-2 -4, RGS8-Gao 101, ABCG2 block 6, Bcl-B Bim block -2, RGS7-Gao reg 99, Bim-Bcl-XL -1 and GSH bead fluor 13.
`O=C(NCCCN1CCOCC1)c1ccc(Sc2ccccc2Cl)c([N+](=O)[O-])c1` gave Bfl-1 Bim block -8, RGS4-Gao reg 105, Bim-Bcl-W -4, Bim-Bcl-2 -9, RGS8-Gao 105, ABCG2 block 3, Bcl-B Bim block -9, RGS7-Gao reg 105, Bim-Bcl-XL -7 and GSH bead fluor 10.
O=C(Nc1nncs1)c1ccc(S(=O)(=O)c2ccccc2)cc1 was read as Bfl-1 Bim block -13, ABCB1 inh 0.5, RGS4-Gao reg 94, Bim-Bcl-W 0, Bim-Bcl-2 -10, RGS8-Gao 97, ABCG2 block 4, Bcl-B Bim block -10, RGS7-Gao reg 104, Bim-Bcl-XL -8 and GSH bead fluor 31.
For CCOCCCNC(=O)C(NC(=O)Cc1cccs1)c1ccc(C)cc1 (stereo not given) the results were Bfl-1 Bim block -6, ABCB1 inh 0.6, RGS4-Gao reg 104, Bim-Bcl-W -6, Bim-Bcl-2 -4, RGS8-Gao 105, ABCG2 block 10, Bcl-B Bim block -2, RGS7-Gao reg inconclusive, Bim-Bcl-XL -3 and GSH bead fluor 17.
Screening NS(=O)(=O)c1ccc(NC(=O)COC(=O)COc2ccc(Cl)cc2)cc1 returned Bfl-1 Bim block -5, ABCB1 inh 1.1, RGS4-Gao reg 98, Bim-Bcl-W 0, Bim-Bcl-2 -3, RGS8-Gao 101, ABCG2 block 4, Bcl-B Bim block -4, RGS7-Gao reg inconclusive, Bim-Bcl-XL -4 and GSH bead fluor 18.
`COc1ccc(COC(=O)c2n[nH]c3ccccc23)cc1F` gave Bfl-1 Bim block -18, ABCB1 inh 0.5, RGS4-Gao reg 104, Bim-Bcl-W -2, Bim-Bcl-2 -12, RGS8-Gao 102, ABCG2 block 35, Bcl-B Bim block -10, RGS7-Gao reg 103, Bim-Bcl-XL -3 and GSH bead fluor 28.
Screening CCCn1c(N)c(C(=O)NS(=O)(=O)c2ccc(C)cc2)c(=O)n(C)c1=O returned Bfl-1 Bim block 2, ABCB1 inh 1.0, RGS4-Gao reg 104, Bim-Bcl-W 1, Bim-Bcl-2 3, RGS8-Gao 105, ABCG2 block 0, Bcl-B Bim block 0, RGS7-Gao reg 105, Bim-Bcl-XL 5 and GSH bead fluor 9.
`COC(=O)C1=C(C)NC(=O)CC1c1ccccc1OC` (stereo not given) gave Bfl-1 Bim block -3, ABCB1 inh 0.5, RGS4-Gao reg 102, Bim-Bcl-W 0, Bim-Bcl-2 -2, RGS8-Gao 97, ABCG2 block 5, Bcl-B Bim block -2, RGS7-Gao reg 92, Bim-Bcl-XL 0 and GSH bead fluor 21.
`CCC(C)Sc1nc2c(c(=O)[nH]c(=O)n2C)n1Cc1ccc(Cl)cc1` (stereo not given) gave Bfl-1 Bim block -20, ABCB1 inh 2.3, RGS4-Gao reg 96, Bim-Bcl-W -3, Bim-Bcl-2 -15, RGS8-Gao 101, ABCG2 block 18, Bcl-B Bim block -10, RGS7-Gao reg 98, Bim-Bcl-XL -8 and GSH bead fluor 25.
`CC(C)[C@H](NC(=O)c1cccc(S(=O)(=O)N2CCOCC2)c1)C(=O)Nc1nccs1` gave Bfl-1 Bim block -6, ABCB1 inh 0.9, RGS4-Gao reg 90, Bim-Bcl-W -3, Bim-Bcl-2 -1, RGS8-Gao 95, ABCG2 block 3, Bcl-B Bim block -1, RGS7-Gao reg 86, Bim-Bcl-XL -6 and GSH bead fluor 21.
CCCCNC(=O)CCCCCn1c(=O)[nH]c2cc(OC)c(OC)cc2c1=O was read as Bfl-1 Bim block 1, ABCB1 inh 0.2, RGS4-Gao reg 82, Bim-Bcl-W 0, Bim-Bcl-2 -1, RGS8-Gao 86, ABCG2 block -2, Bcl-B Bim block -3, RGS7-Gao reg 98, Bim-Bcl-XL 0 and GSH bead fluor 15.
CCc1ccccc1NC(=O)COc1cccc2ccc(C)nc12 was read as Bfl-1 Bim block -1, ABCB1 inh 1.0, RGS4-Gao reg 104, Bim-Bcl-W -1, Bim-Bcl-2 -3, RGS8-Gao 104, ABCG2 block 7, Bcl-B Bim block -2, RGS7-Gao reg 104, Bim-Bcl-XL -3 and GSH bead fluor 9.
`Cc1cccc(-n2c(O)c(C=Nc3ccc4c(c3)OCO4)c3ccccc3c2=O)n1` gave Bfl-1 Bim block -11, ABCB1 inh 0.0, RGS4-Gao reg 91, Bim-Bcl-W 0, Bim-Bcl-2 -8, RGS8-Gao 96, ABCG2 block 0, Bcl-B Bim block -9, RGS7-Gao reg 97, Bim-Bcl-XL -1 and GSH bead fluor 28.

Not a hit list; overall some 1.1% were active at least once.
